MEP2-GFP yeast – yeast TOR pathway MEP2-GFP modulation | 330,000 compounds, 0.51% hits | GFP response vs DMSO, % at 10 µM | S. cerevisiae MEP2-GFP strain, flow cytometry GFP, 3 h; 100% = DMSO control level;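 active = GFP response versus DMSO above a set limit, roughly screen mean plus 3 SD, cut at about 180% in these data; inconclusive = fewer than 70 cells counted for a yeast strain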;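 note: median GFP fluorescence of the barcode-gated MEP2-GFP cells per well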
AHR act – activates the human aryl hydrocarbon receptor; P35869; AID 2796; 320,000 compounds, 2.5% hits; AHR-responsive luciferase reporter cells, luminescence; activation, % at 5 µM; in the data active = activation above about 47%;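 note: 0% = vehicle wells and 100% = reference agonist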
procasp3 activ – activates human procaspase-3; 330,000 compounds, 0.11% hits; P42574; activation, % at 8.5 µM; recombinant procaspase-3 D3A, Ac-DEVD-pNA absorbance 405 nm;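 active = activation above the mean of all tested compounds plus 3 SD, cut at about 21% in these data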;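 note: 0% = DMSO alone and 100% = DMSO wells spiked with extra 5 µM PC-3 D3A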
Target sequence (P42574 whole entry D9A/D28A/D175A): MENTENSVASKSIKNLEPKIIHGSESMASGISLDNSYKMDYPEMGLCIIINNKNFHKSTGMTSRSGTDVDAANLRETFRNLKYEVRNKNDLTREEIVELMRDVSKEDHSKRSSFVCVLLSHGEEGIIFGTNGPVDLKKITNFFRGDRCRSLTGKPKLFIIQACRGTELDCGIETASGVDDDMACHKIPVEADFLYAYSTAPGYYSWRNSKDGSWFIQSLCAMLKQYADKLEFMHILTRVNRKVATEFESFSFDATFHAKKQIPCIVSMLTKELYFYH
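Evaluation: percent activation relative to control range; Material: Procaspase-3 D3A mutant, all three cleavage aspartates alanine; Compound: single dose, 8.5 µM nominal compound, 0.8% DMSO; Replication: one well per compound; Signal: absorbance at 405 nm, 0 and 120 min; Schedule: 1 h preincubation plus 2 h reaction at 25 °C.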
procasp7 counter – counter-screen for procaspase-3 activators: activators of human procaspase-7. P55210. recombinant procaspase-7, Ac-DEVD-pNA absorbance 405 nm; D23A/D198A/D206A triple mutant, cannot self-cleave; scale: DMSO 0, 5 µM enzyme 100. activation, % at 8.5 µM. 330,000 compounds, 0.093% hits. AID 463210;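 active = percent activation above the screen-wide mean plus 3 SD, cut at about 25% in these data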
Target sequence (P55210 whole entry D23A/D198A/D206A): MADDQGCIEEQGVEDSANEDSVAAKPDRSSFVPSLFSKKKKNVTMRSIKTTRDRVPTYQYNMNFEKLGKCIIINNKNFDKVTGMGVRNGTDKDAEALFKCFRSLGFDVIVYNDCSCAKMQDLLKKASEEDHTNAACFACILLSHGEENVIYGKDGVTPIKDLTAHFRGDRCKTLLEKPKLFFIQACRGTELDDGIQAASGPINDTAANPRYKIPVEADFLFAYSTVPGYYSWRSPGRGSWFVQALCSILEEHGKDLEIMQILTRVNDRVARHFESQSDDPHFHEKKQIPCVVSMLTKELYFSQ
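System: Uncleavable procaspase-7 mutant enzyme; Amount: 2 µM procaspase-7 mutant as dispensed; Schedule: 1 h compound preincubation, 2 h substrate cleavage, 25 °C; Measured by: 405 nm absorbance of p-nitroaniline; Evaluation: percent activation from buffer-corrected 0–120 min absorbance change; Control set: low DMSO alone, high DMSO plus 5 µM PC-7.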
JMJD2C inh – inhibitors of human GASC-1 (JMJD2C) demethylase | Q9H3R0 | GST-JMJD2C(1-420) H3K9me3 demethylation, DELFIA europium | inhibition, % at 2.35 µM | 330,000 compounds, 0.069% hits;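 active = more than half of a compound's replicate wells show inhibition beyond 50%, single wells judged on their own value; inconclusive = some, but no more than half, of replicates pass 50% inhibition; inactive = no replicate passes 50% inhibition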;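 note: signal counts dimethyl H3K9 product captured on neutravidin plate; 0% = median of DMSO wells and 100% = 0.3 times that DMSO median; strong numbers were not always called active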
Target sequence (Q9H3R0 1-420 limits assumed): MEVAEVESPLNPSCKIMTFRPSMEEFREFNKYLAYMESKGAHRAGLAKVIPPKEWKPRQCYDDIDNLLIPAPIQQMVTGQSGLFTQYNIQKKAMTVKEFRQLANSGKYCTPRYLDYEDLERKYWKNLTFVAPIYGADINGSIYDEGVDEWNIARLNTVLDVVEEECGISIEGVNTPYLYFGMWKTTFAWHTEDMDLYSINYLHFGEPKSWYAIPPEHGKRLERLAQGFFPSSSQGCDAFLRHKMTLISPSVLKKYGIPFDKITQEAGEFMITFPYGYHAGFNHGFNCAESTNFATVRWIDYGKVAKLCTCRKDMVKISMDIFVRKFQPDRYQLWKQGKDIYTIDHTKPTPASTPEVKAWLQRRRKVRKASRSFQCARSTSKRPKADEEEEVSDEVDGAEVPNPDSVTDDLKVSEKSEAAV
LAP4-GFP MLPCN – yeast TOR pathway LAP4-GFP modulation; S. cerevisiae LAP4-GFP multiplex, flow cytometry GFP, 3 h; median GFP as percent of DMSO wells; GFP response vs DMSO, % at 10 µM; 320,000 compounds, 0.34% hits; AID 2023;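 active = GFP response vs DMSO above a set limit, about the screen mean plus 3 SD, cut at about 150% in these data; inconclusive = under 70 cell events counted for the yeast strain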
Yeast superoxide – yeast age-related superoxide inhibition as caloric restriction mimetic | superoxide response (% of plate mean), % at 10 µM | S. cerevisiae aged cells, superoxide DHE fluorescence; stronger effect = lower value | AID 2690 | 330,000 compounds, 0.18% hits;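 active = superoxide response under a set limit, about three screen SD below normal, cut at about 65% in these data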;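 note: yeast aged for seven days with compound at 30 °C before DHE staining; 100% = average MFI of all compound-treated wells on the plate with controls excluded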
RPL19A TOR yeast – alters RPL19A-GFP fluorescence in TOR pathway yeast screen; S. cerevisiae RPL19A-GFP strain, flow cytometry, 3 h; stronger effect = lower value; percent response vs DMSO, % at 10 µM; 330,000 compounds, 0.3% hits; AID 2025;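 active = percent response vs DMSO below 50%; inconclusive = fewer than 70 events counted for the yeast strain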;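 note: median channel GFP fluorescence of the barcoded RPL19A-GFP strain; ratio of sample median GFP to plate DMSO average so 100% = DMSO; lower means less RPL19A-GFP as with rapamycin TOR inhibition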
The depositor's hits bear a star; ? = inconclusive; . = not tested or not shown; & = joins results of further samples.

1: CCc1ccc(NC(=O)CN(c2ccc(OC)cc2)S(=O)(=O)c2c(C)nn(C)c2C)cc1
2: CC1(OC(=O)c2cnc3ccccc3n2)C(=O)C=C2C=C(C3CC3)OC=C2C1=O (centres undefined)
3: CCc1ccccc1OCc1nc2ccc(S(=O)(=O)N3CCOCC3)cc2[nH]1
4: CS(=O)(=O)c1ccccc1C(=O)Nc1ccc(-c2nc3ccccc3o2)cc1
5: CC(=O)NC(O)C(=O)c1ccco1 (centres undefined)
6: O=C(CCNS(=O)(=O)c1ccc(Br)s1)NCc1ccc2c(c1)OCO2
7: Cc1cc([N+](=O)[O-])nn1CCCC(=O)Nc1c(C)n(C)n(-c2ccccc2)c1=O
8: Cc1ccc(C(=O)Nc2nc(C)c(C)s2)o1

compound no.,1,2,3,4,5,6,7,8
MEP2-GFP yeast,117,95,101,98,105,99,103,95
AHR act,13,2,4,-6,3,1,-1,22
procasp3 activ,8,0,-7,9,-2,-1,-7,0
procasp7 counter,15,-2,-14,8,13,-7,5,-11
JMJD2C inh,4,1,-8,-11,-2,10,-7,-7
LAP4-GFP MLPCN,111,123,96,110,101,106,101,97
Yeast superoxide,103,66,101,101,96,105,105,92
RPL19A TOR yeast,108,101,99,98,98,98,109,92

9: Cc1nn(-c2ccc(F)cc2)c(Cl)c1/C=N/NC(=O)c1cccs1
10: CC[C@@]1(c2ccccc2C)C(=O)N(C(=O)OC)N1C(=O)OC
11: CCC(c1nnc(SCC(=O)N2CC(=O)Nc3ccccc32)n1Cc1ccccc1)N(C)C (centres undefined)
12: CC1(C)CC2CC(C)(CN2C(=O)c2cc(-c3ccccc3)on2)C1 (centres undefined)
13: O=C(c1ccc(-c2nc3ccccc3s2)o1)N1CCN(c2ccccc2O)CC1
14: COc1cccc(N(CC(=O)N2CCc3ccccc3C2)S(C)(=O)=O)c1
15: CCOC(=O)CN(C(=O)Cn1nnc(-c2ccc(OC)cc2)n1)C(C(=O)NC1CCCC1)c1ccc(F)cc1 (centres undefined)
16: O=C1Cc2ccccc2Sc2ccccc21

compound no.,9,10,11,12,13,14,15,16
MEP2-GFP yeast,100,101,101,108,92,102,95,108
AHR act,4,3,15,0,89*,2,0,2
procasp3 activ,-4,-1,-1,19,-4,9,6,-8
procasp7 counter,5,1,-1,2,-8,-3,4,2
JMJD2C inh,2,3,3&2,2,13,8,1,-2
LAP4-GFP MLPCN,103,98,112,107,81,118,100,107
Yeast superoxide,95,95,103,106,102,103,102,96
RPL19A TOR yeast,101,101,99,101,90,105,98,105

17: CCN(CC)C(=O)Oc1nnc(SC(C)C)n1-c1ccc(Cl)cc1
18: CCCCn1c(N)c(-c2nc3ccccc3s2)c2c([N+](=O)[O-])nn(C)c(=O)c21
19: CC(C)c1ccc(NC(=O)CCNS(=O)(=O)c2cccc3nonc23)cc1
20: COc1ccc2cc(C(=O)N/N=C/c3sc4ccccc4c3O)ccc2c1
21: COC(=O)CCC(=O)N1CCCC(CO)(Cc2ccccc2C)C1 (centres undefined)
22: O=C(CN1CCN(S(=O)(=O)c2cccs2)CC1)NCC1CCCCC1
23: Cc1c(NC(=O)CN2C(=O)C(=O)c3ccccc32)c(=O)n(-c2ccccc2)n1C
24: CC1CCCCN1C(=S)NC(=O)c1cc(Br)ccc1Cl (centres undefined)

compound no.,17,18,19,20,21,22,23,24
MEP2-GFP yeast,107,106,109,121,105,103,86,101
AHR act,1,7,6,44,0,1,3,2
procasp3 activ,3,0,5,5,10,-3,-4,-1
procasp7 counter,4,0,4,6,5,5,2,-1
JMJD2C inh,2,101,0&-4,7,-2,2,10,3
LAP4-GFP MLPCN,.,106,100,125,99,102,94,106
Yeast superoxide,124,94,94,103,96,101,111,109
RPL19A TOR yeast,107,102,107,103,102,98,89,106

Not a retest: an excerpt of the list.
8: Cc1ccc(C(=O)Nc2nc(C)c(C)s2)o1
9: Cc1nn(-c2ccc(F)cc2)c(Cl)c1/C=N/NC(=O)c1cccs1
10: CC[C@@]1(c2ccccc2C)C(=O)N(C(=O)OC)N1C(=O)OC
11: CCC(c1nnc(SCC(=O)N2CC(=O)Nc3ccccc32)n1Cc1ccccc1)N(C)C (centres undefined)
12: CC1(C)CC2CC(C)(CN2C(=O)c2cc(-c3ccccc3)on2)C1 (centres undefined)
13: O=C(c1ccc(-c2nc3ccccc3s2)o1)N1CCN(c2ccccc2O)CC1
14: COc1cccc(N(CC(=O)N2CCc3ccccc3C2)S(C)(=O)=O)c1
15: CCOC(=O)CN(C(=O)Cn1nnc(-c2ccc(OC)cc2)n1)C(C(=O)NC1CCCC1)c1ccc(F)cc1 (centres undefined)
16: O=C1Cc2ccccc2Sc2ccccc21
17: CCN(CC)C(=O)Oc1nnc(SC(C)C)n1-c1ccc(Cl)cc1

compound no.,8,9,10,11,12,13,14,15,16,17
MEP2-GFP yeast,95,100,101,101,108,92,102,95,108,107
AHR act,22,4,3,15,0,89*,2,0,2,1
procasp3 activ,0,-4,-1,-1,19,-4,9,6,-8,3
procasp7 counter,-11,5,1,-1,2,-8,-3,4,2,4
JMJD2C inh,-7,2,3,3&2,2,13,8,1,-2,2
LAP4-GFP MLPCN,97,103,98,112,107,81,118,100,107,.
Yeast superoxide,92,95,95,103,106,102,103,102,96,124
RPL19A TOR yeast,92,101,101,99,101,90,105,98,105,107

18: CCCCn1c(N)c(-c2nc3ccccc3s2)c2c([N+](=O)[O-])nn(C)c(=O)c21
19: CC(C)c1ccc(NC(=O)CCNS(=O)(=O)c2cccc3nonc23)cc1
20: COc1ccc2cc(C(=O)N/N=C/c3sc4ccccc4c3O)ccc2c1
21: COC(=O)CCC(=O)N1CCCC(CO)(Cc2ccccc2C)C1 (centres undefined)

compound no.,18,19,20,21
MEP2-GFP yeast,106,109,121,105
AHR act,7,6,44,0
procasp3 activ,0,5,5,10
procasp7 counter,0,4,6,5
JMJD2C inh,101,0&-4,7,-2
LAP4-GFP MLPCN,106,100,125,99
Yeast superoxide,94,94,103,96
RPL19A TOR yeast,102,107,103,102

Going on with the list.
25: CC(C)NC(=O)NC1C2CC3CC(C2)CC1C3 (centres undefined)
26: CCOC(=O)C1(CCOc2ccccc2)CCN(Cc2cc(OC)c(O)cc2Cl)CC1
27: O=C(NCc1ccc(-c2nc3ccccc3s2)cc1)c1cc2ccccc2o1
28: COC(=O)c1nc2n(n1)C(c1ccc(OC)c(OC)c1OC)C1=C(CCCC1=O)N2 (centres undefined)
29: O=C(Nc1ccc(-c2nc3ccccc3[nH]2)cc1)c1ccc(N2C(=O)CCC2=O)cc1
30: CCOCCCNC(=O)c1c[nH]c2ccc(OCC)cc2c1=O
31: O=C(CCc1nc(-c2cccs2)no1)NCc1ccc(F)cc1Cl
32: CN1C2Cc3c(n(C)c4ccccc34)C1CC=C2CO (centres undefined)

compound no.,25,26,27,28,29,30,31,32
MEP2-GFP yeast,112,103,.,95,103,103,106,106
AHR act,1,2,1,3,7,51*,1,-2
procasp3 activ,-6,4,2,-3,16,1,-3,12
procasp7 counter,4,2,4,-2,3,2,-1,7
JMJD2C inh,-3,-17,2,-3,14,5,3,4
LAP4-GFP MLPCN,118,93,.,99,104,92,106,108
Yeast superoxide,101,95,96,107,83,91,103,130
RPL19A TOR yeast,113,101,.,95,105,103,99,107

33: CCc1ccc(NC(=S)N(CCCN2CCOCC2)Cc2ccco2)cc1
34: CCCn1c(=O)c(C(=O)NCc2ccccn2)c(O)c2ccccc21
35: CCOC(=O)C1(CC)NC(c2ccc(OC)c(OC)c2)C2C(=O)N(c3cccc(C(C)=O)c3)C(=O)C21 (centres undefined)
36: CCc1nnc(NS(=O)(=O)c2ccc(NC(=S)NC(=O)c3cccs3)cc2)s1
37: Cc1noc(C)c1COc1ccccc1C(=O)NCCc1ccc(Cl)cc1
38: CCOC(=O)C1=C(Nc2ccc(C)cc2)CC(C)(O)C(C(=O)OCC)C1c1ccccc1 (centres undefined)
39: COC(=O)c1nc2n(n1)C(c1ccccc1OC)C1=C(CCCC1=O)N2 (centres undefined)
40: O=C(NCc1ccccc1)C1CCCN(S(=O)(=O)c2ccc(-n3cnnn3)cc2)C1 (centres undefined)

compound no.,33,34,35,36,37,38,39,40
MEP2-GFP yeast,96,153,109,103,105,98,108,94
AHR act,0,-1,0,1,-6,4,0,2
procasp3 activ,-2,-3,2,-7,-1,1,2,16
procasp7 counter,1,10,2,-6,5,-4,7,8
JMJD2C inh,2,.,9,3,1,1,3,-14
LAP4-GFP MLPCN,99,98,102,105,108,91,100,82
Yeast superoxide,85,82,97,110,83,93,101,88
RPL19A TOR yeast,97,.,105,102,99,98,99,105

41: Cc1cc(C)c2c(c1)-c1c(ssc1=S)C(C)(C)N2C(=O)CN1C(=O)c2ccccc2C1=O
42: CN(CC(=O)Nc1ccccc1Cl)C(=O)Cn1nnc(-c2ccc(F)cc2)n1
43: COc1ccccc1NC(=O)/C(C#N)=C/c1ccncc1
44: Cc1ccc(S(=O)(=O)N2c3ccccc3OCC2C(C)(C)C)cc1 (centres undefined)
45: Cc1csc(NC(=O)c2ccc3ccccc3n2)n1
46: O=C(Nc1nnc(S(=O)(=O)N2CCCCC2)s1)c1cccc(Br)c1
47: O=P(c1ccccc1)(c1ccccc1)C(c1ccccn1)P(=O)(c1ccccc1)c1ccccc1
48: COc1ccccc1CCC(=O)Nc1ncc(C)s1

compound no.,41,42,43,44,45,46,47,48
MEP2-GFP yeast,92,106,93,101,93,103,102,109
AHR act,1,2,19,2,74*,2,0,9
procasp3 activ,-3,1,4,2,3,6,3,1
procasp7 counter,-1,11,-11,-5,3,10,13,8
JMJD2C inh,19,0,-3,?,-31,-14,3,-8
LAP4-GFP MLPCN,99,102,104,101,89,99,106,117
Yeast superoxide,97,91,81,118,100,95,93,88
RPL19A TOR yeast,95,99,98,101,97,98,97,106

Filtered by structure, those above containing an aryl thioether with sulfur outside any ring
11: CCC(c1nnc(SCC(=O)N2CC(=O)Nc3ccccc32)n1Cc1ccccc1)N(C)C (centres undefined)
17: CCN(CC)C(=O)Oc1nnc(SC(C)C)n1-c1ccc(Cl)cc1

compound no.,11,17
MEP2-GFP yeast,101,107
AHR act,15,1
procasp3 activ,-1,3
procasp7 counter,-1,4
JMJD2C inh,3&2,2
LAP4-GFP MLPCN,112,.
Yeast superoxide,103,124
RPL19A TOR yeast,99,107

Later entries.
49: COC(=O)c1cc[n+](CC(=O)c2ccccc2)cc1
50: CCN(CC)CCN(Cc1cc2cc3c(cc2[nH]c1=O)OCO3)C(=S)NCC(C)C
51: Cc1cc(C)cc(Nc2nc3c(S(=O)(=O)c4ccccc4)nnn3c3ccccc23)c1
52: COC(=O)CSc1nc2nc(-c3cccs3)cc(C(F)(F)F)c2c(=O)[nH]1

compound no.,49,50,51,52
MEP2-GFP yeast,95,99,97,91
AHR act,0,42,2,0
procasp3 activ,-13,-2,10,0
procasp7 counter,-6,-7,4,-4
JMJD2C inh,-8,-1,-6,-27
LAP4-GFP MLPCN,89,95,94,97
Yeast superoxide,102,106,86,102
RPL19A TOR yeast,88,98,94,92

From PubChem
